Screening data from PubChem BioAssay.
NOD2 RIPK2 PPI: inhibitors of human NOD2-RIPK2 interaction. inhibition, % at 4.98 µM. CHO BLA complementation NOD2-RIPK2, CCF4 ratio. 0.38% of 360,000 active. AID 624267; in the data active means inhibition above about 21%;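 further: 0% = vehicle only and 100% = reference blocker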
Target sequence (O43353 whole entry, looked up): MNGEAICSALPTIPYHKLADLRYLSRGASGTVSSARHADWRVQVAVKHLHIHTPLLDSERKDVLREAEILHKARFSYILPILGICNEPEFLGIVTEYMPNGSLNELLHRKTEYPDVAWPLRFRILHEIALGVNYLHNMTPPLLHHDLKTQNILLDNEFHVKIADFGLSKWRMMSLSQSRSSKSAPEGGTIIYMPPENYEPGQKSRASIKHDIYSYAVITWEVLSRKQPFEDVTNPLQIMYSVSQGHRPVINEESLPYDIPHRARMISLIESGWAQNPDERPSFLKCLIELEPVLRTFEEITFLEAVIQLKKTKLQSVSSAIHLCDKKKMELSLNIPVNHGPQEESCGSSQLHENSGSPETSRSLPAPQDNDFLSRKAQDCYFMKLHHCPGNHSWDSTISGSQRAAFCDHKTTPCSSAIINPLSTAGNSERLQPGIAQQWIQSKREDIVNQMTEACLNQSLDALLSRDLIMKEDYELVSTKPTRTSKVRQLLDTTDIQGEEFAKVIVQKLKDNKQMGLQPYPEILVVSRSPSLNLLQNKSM
ABCB6 inh MLPCN: blocks the human ABCB6 transporter | Q9NP58 | K562-ABCB6 porphyrin accumulation, flow cytometry, 1 h; active compounds read low | fluorescence ratio to DMSO, % at 10 µM | 0.19% of 360,000 active | AID 602162;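 active means fluorescence ratio to DMSO below 75%, the collection mean minus 3 SD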;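 further: signal is porphyrin accumulated inside mitochondria; 100% equals median channel fluorescence of DMSO control wells; lower ratio means ABCB6 inhibition with less porphyrin fluorescence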
aDG glyco up: alpha-DG glycosylation activation; Pro5-aDG cells, alpha-DG glycosylation AlphaScreen (IIH6); 0% Pro5, 100% B10-LARGE cell signal; activation, % at 10 µM; 0.22% of 360,000 active; AID 624168;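 active means activation of at least 8% versus controls, or a plate z-score of at least 8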;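 further: Pro5 are CHO cells carrying HIG-tagged alpha-DG that lacks glycosylation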
MC4R antag cAMP: human MC4R antagonism in cAMP assay; P32245; MC4R-expressing cells, MTII-stimulated cAMP, LANCE TR-FRET; inhibition, % at 6.5 µM; 0.48% of 360,000 active;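 active means inhibition above its plate's cutoff, the mean of tested wells on that plate plus 3 SD, cut at about 29% in these data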;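 further: 0% = Melanotan II alone and 100% = Melanotan II plus saturating MCL0020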
Target sequence (P32245 whole entry, looked up): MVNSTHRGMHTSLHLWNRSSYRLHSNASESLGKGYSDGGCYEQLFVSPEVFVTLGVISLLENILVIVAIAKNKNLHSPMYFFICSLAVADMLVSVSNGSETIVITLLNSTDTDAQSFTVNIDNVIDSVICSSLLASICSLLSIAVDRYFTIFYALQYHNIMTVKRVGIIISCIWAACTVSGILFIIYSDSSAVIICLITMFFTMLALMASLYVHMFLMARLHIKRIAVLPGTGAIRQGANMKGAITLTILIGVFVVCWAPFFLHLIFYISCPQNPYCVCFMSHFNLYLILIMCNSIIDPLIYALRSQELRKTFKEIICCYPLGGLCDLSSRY
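system = U2OS cells with stable human MC4R expression | also added = Melanotan II challenge after compound preincubation | dosing = one concentration, 6.5 µM nominal | incubation = compound 30 min, challenge 1 h, detection 1 h | measured by = TR-FRET with Eu-cAMP and labeled anti-cAMP, 671 nm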
MC4R barr agon: human MC4R agonism via beta-arrestin | activation, % at 8.9 µM | AID 540308 | U2OS MC4R beta-arrestin complementation, luminescence; percent of melanotan II response, DMSO zero | 0.98% of 360,000 active | P32245;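 active means activation above a per-plate cutoff, the mean activation of sample wells on that plate plus 3 SD, cut at about 8% in these data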
Vif imaging: inhibitors of HIV Vif. HEK293T cells, Vif self-association by quenched fluorescence, imaging, 24 h. inhibition, % at 7.49 µM. 0.35% of 340,000 active; in the data active means inhibition above about 50%, passing the limit was not always enough; further: some results filed as inactive read as strong as hits
ABHD5-PLIN5 inh: ABHD5-PLIN5 protein interaction inhibition | 0.78% of 360,000 active | Q00G26+Q8WTS1 | inhibition, % at 4 µM | Split G. princeps luciferase complementation, luminescence, 4 h;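 active means inhibition above the mean inhibition across every tested compound plus 3 SD, cut at about 22% in these data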;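 further: 0% = DMSO only wells and the 100% control is not disclosed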
Granule exo inh: lytic granule exocytosis inhibition; TALL-104 LAMP-1 surface exposure, flow cytometry; cells stimulated with thapsigargin and PMA; inhibition, % at 10 µM; 0.66% of 360,000 active;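 active means inhibition above about 55%, limit read from the data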
TLR9-MyD88 block: TLR9-MyD88 interaction inhibition. CHO BLA complementation TLR9-MyD88, CCF4 FRET ratio. inhibition, % at 4.98 µM. 0.21% of 340,000 active;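 active means inhibition above the mean over all tested compounds plus 3 SD, cut at about 21% in these data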;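 further: 0% = DMSO only wells and 100% = clavulanate BLA inhibitor control wells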
N-glyco inh: blocks N-linked glycosylation in D54 reporter cells; 0.23% of 360,000 active; D54 ERlucT glycosylation luciferase reporter, 24 h; percent of 100 nM tunicamycin response; reporter increase, % at 12.5 µM;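 active means mean luciferase reporter signal, scaled so untreated is 0 and the glycosylation-blocking control 100, at or above a set limit in every replicate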;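 further: luciferase carries N-glycosylation sites so blocking glycosylation raises the light; 0% = median of neutral control wells and 100% = median of 100 nM tunicamycin wells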
Starred values were filed as active, the others as inactive; . = not tested or not shown. The list is partial; the hit share may differ from the screen's.

Order of results – NOD2 RIPK2 PPI	ABCB6 inh MLPCN	aDG glyco up	MC4R antag cAMP	MC4R barr agon	Vif imaging	ABHD5-PLIN5 inh	Granule exo inh	TLR9-MyD88 block	N-glyco inh
> COc1ccc(OC)c(-n2cnnn2)c1
→ -12	96	-0.1	-5	1.5	-1	-2	-1	4	3
> CC1CCN(c2ccc3c(c2)S(=O)(=O)c2ccccc2C3=O)CC1
→ 19	110	0.5	0	0.4	6	-14	-6	32*	-6
> COc1cccc(/C=N/NC(=O)NC2CCCCC2)c1O
→ -5	92	0.1	-4	-1.1	16	-2	-4	1	3
> Cc1cc(C)c(NC(=O)CSc2nnc(CNC(=O)c3c(F)cccc3Cl)o2)c(C)c1
→ -6	101	-0.2	-2	-1.2	-4	-5	-2	3	1
> COc1cccc(CNC(=O)C2CCN(S(=O)(=O)c3ccc4c(c3)CC(C)N4C(C)=O)CC2)c1 (configuration not stated)
→ -15	101	0.0	1	-1.4	3	4	-1	4	0
> Cc1ccc2oc(/N=C(\N)NC(=O)C3CC3)nc2c1
→ 5	97	0.0	-11	-1.0	-3	4	2	7	-10
> Nc1ccc(C(=O)OCc2nc3c(ccc4ccccc43)[nH]2)cc1
→ 8	93	1.1	11	-2.2	-18	8	-2	11	-10
> CSc1ccccc1NC(=O)CN(C)CC(=O)Nc1c(F)cccc1F
→ -2	92	0.3	19	-0.6	1	-2	1	3	1
> CCn1c(=S)sc2c(=O)n(CC(=O)Nc3ccc(Cl)cc3)c(C)nc21
→ -4	102	0.1	25	8.6*	1	-10	-16	-1	0
> Cn1c(=O)c2c(nc(N/N=C/c3ccc(OC(=O)c4ccco4)cc3)n2Cc2ccccc2Cl)n(C)c1=O
→ 0	92	-0.7	5	-0.7	-8	0	8	4	15
> O=C(O)CCN1/C(=C/C=Nc2ccccc2)Oc2ccccc21
→ 1	105	-0.4	16	2.0	-17	-8	-3	0	2
> Cc1cn([C@H]2C[C@H](O)[C@@H](CNC(=O)[C@H]3CCC(=O)N3)O2)c(=O)[nH]c1=O
→ -25	115	0.0	9	2.3	6	-11	-6	2	2
> CCSc1nnc(NC(=O)C2CC=CCC2C(=O)O)s1 (configuration not stated)
→ 2	101	-0.2	4	-0.2	-1	7	1	-4	1
> N/C(=N\OCc1ccc([N+](=O)[O-])cc1)c1ccncc1
→ 3	101	-0.1	12	-1.1	-1	-2	-1	5	-1
> Cc1ccc(S(=O)(=O)Nc2ccc(NC(=O)c3c(F)c(F)c(F)c(F)c3F)cc2)cc1
→ 2	97	2.5	9	2.1	-2	16	0	5	-2
> Cc1ccc(OCC(=O)Nc2ccc3c(c2)nc2n3CCOC2)cc1
→ 5	97	-0.2	1	-2.5	10	-1	-1	7	1
> Cc1cc(=O)[nH]c(SCn2nnc3ccccc3c2=O)n1
→ -9	98	0.0	1	0.3	1	-14	-4	-5	0
> O=C(Nc1ccccn1)C1CCN(S(=O)(=O)c2cccs2)CC1
→ -10	94	-0.1	5	-1.6	3	-6	2	1	-1
> NC(=O)CC(NC(=O)c1ccccc1)c1ccc(N2CCN(c3ccc(F)cc3)CC2)c([N+](=O)[O-])c1 (configuration not stated)
→ -4	95	-0.2	-2	-0.9	0	10	10	-12	-2
> Cc1cccc(-n2nc([N+](=O)[O-])c(=NC3CCN(Cc4ccccc4)CC3)n2O)c1
→ 10	95	0.4	6	0.2	3	-4	1	-57	3
> Cc1ccc2nc3c(cc2c1)c(C)nn3-c1ccccc1
→ -2	99	0.8	-1	4.1	0	-10	38	-29	2
> COc1ccc(N2CCN(C(=O)CN(C)S(=O)(=O)c3cccs3)CC2)cc1
→ -1	101	0.1	14	1.9	0	3	7	-7	-1
> O=C(CCSc1ccccc1)NCc1cccnc1
→ 1	96	0.0	4	-0.3	4	5	-1	4	0
> S=C1NCCNC(=S)NCCOCCOCCN1
→ -8	104	-0.1	1	-0.4	10	1	0	.	4
> O=C(C[C@H]1C=C[C@@H](NC(=O)c2ccncc2)[C@@H](CO)O1)NCC1CC1
→ 0	.	-0.1	.	.	.	1	-4	.	.
> N#C[C@]1(S(=O)(=O)c2ccccc2)C[C@@H]2ON=C(c3cccc(Br)c3)[C@@H]2C1
→ 6	98	3.0	1	-0.2	-14	-7	-9	-17	-4
> COc1ccc(-c2nnc(SCC(=O)NC(C)c3ccccc3)o2)cc1 (configuration not stated)
→ 0	91	0.0	-1	-1.1	-3	-4	1	-9	-1
> COc1ccc(C(=O)/C=C/NCc2ccc(C)cc2)cc1
→ -3	95	0.0	3	-0.8	.	-2	0	-4	-1
> CSc1sc(C(=O)NCC2CC2)c(-c2cccs2)c1C#N
→ 2	98	0.2	9	-1.5	.	1	-8	.	0
> CCCOC(=O)C1C2C=C[C@]3(CN(CCc4ccccc4)C(=O)[C@H]13)O2 (some centres not stated)
→ -14	101	-0.1	2	-0.2	-5	3	-1	0	-1
> CCNC(=O)C1CCCN(C(=O)c2ccco2)CC1 (configuration not stated)
→ 5	94	0.0	-2	0.0	-2	5	2	.	1
> CCOCC(O)CNC(=O)c1ccc2nc(Cc3ccc(OC)c(OC)c3)oc2c1 (configuration not stated)
→ -3	90	0.0	0	-0.9	-3	2	-2	0	0
> COCCNC(=O)c1cc2cc(Br)cc(OC)c2oc1=O
→ -10	96	0.3	9	-0.4	0	12	-1	-1	3
> O=C(COC(=O)/C=C/c1ccccc1)Nc1cccnc1Cl
→ -2	103	-0.1	-1	-1.6	0	5	-2	5	2
> COc1ccc(C(C)=O)cc1CN1C(=O)C(C)ON=C1c1ccccn1 (configuration not stated)
→ 3	100	-0.3	23	2.9	4	1	-8	.	2
> COc1ccc2c(Cl)c(C(=O)N/N=C/c3ccc4c(c3)OCO4)sc2c1
→ -1	88	-0.3	-4	12*	12	0	-3	-11	0
> Nc1nncn1C(=O)c1ccc(Cl)cc1Cl
→ 4	93	-0.2	11	-3.5	7	4	-2	-1	1
> Cc1ccc(-c2ccc(/C=C(\C#N)C(N)=S)n2C)cc1
→ -4	98	0.0	5	-1.5	-5	-1	-3	-1	0
> CC(C)(C)NC(=O)NCc1ccco1
→ 3	98	0.1	16	0.7	-1	-5	-5	-4	2
> CN(C)c1ccc(-n2cccc2)cc1
→ -1	102	1.4	2	-1.6	9	7	1	12	1
> COc1ccc(C(=O)NC(=S)Nc2cc(C)ccn2)cc1[N+](=O)[O-]
→ -5	94	0.2	2	2.6	1	-2	-4	-7	0
> Cc1[nH]c2ccccc2c1C(=O)CN1C(=O)NC2(CCCCCC2)C1=O
→ -10	92	0.3	-4	-2.8	0	-6	7	3	-2
> Cc1cc(C)c(NC(=O)CN2C(=O)NC3(CCCc4ccccc43)C2=O)c(Cl)c1 (configuration not stated)
→ 0	98	0.2	9	-1.5	.	1	4	-8	-2
> CSCc1c(C(=O)Nc2ccccc2N2CCOCC2)oc2ccccc12
→ -10	86	-0.1	8	6.4	-13	-4	0	-8	-2
> N#C/C(=C/c1cc(Br)cs1)C(=O)NCC1CCCO1 (configuration not stated)
→ -8	103	0.3	-1	3.4	17	0	-10	-14	2

Three compounds out of the list, sorted by length of the SMILES, lowest first:
Order of results – NOD2 RIPK2 PPI	ABCB6 inh MLPCN	aDG glyco up	MC4R antag cAMP	MC4R barr agon	Vif imaging	ABHD5-PLIN5 inh	Granule exo inh	TLR9-MyD88 block	N-glyco inh
> CN(C)c1ccc(-n2cccc2)cc1
→ -1	102	1.4	2	-1.6	9	7	1	12	1
> N#C/C(=C/c1cc(Br)cs1)C(=O)NCC1CCCO1 (configuration not stated)
→ -8	103	0.3	-1	3.4	17	0	-10	-14	2
> O=C(COC(=O)/C=C/c1ccccc1)Nc1cccnc1Cl
→ -2	103	-0.1	-1	-1.6	0	5	-2	5	2

The listing continues.
Order of results – NOD2 RIPK2 PPI	ABCB6 inh MLPCN	aDG glyco up	MC4R antag cAMP	MC4R barr agon	Vif imaging	ABHD5-PLIN5 inh	Granule exo inh	TLR9-MyD88 block	N-glyco inh
> COc1ccc(CCN2CC(C(=O)N3CCN(C(C)=O)CC3)CCC2=O)cc1 (configuration not stated)
→ -9	83	0.0	4	2.1	3	1	-5	-7	2
> O=C(NC(=S)NCC1COc2ccccc2O1)c1ccccc1 (configuration not stated)
→ -5	109	-0.1	2	-0.5	-10	-2	1	5	1
> Cc1[nH]c2ccccc2c1C(=O)C(C)OC(=O)c1ccc(Cl)nc1 (configuration not stated)
→ -12	96	0.0	0	-4.1	4	-4	-2	5	-1
> O=C(CN1CCN(c2nc(-c3ccc(F)cc3)cs2)CC1)Nc1ccc2c(c1)OCO2
→ 2	98	0.0	10	0.1	-6	-7	0	-5	2
> c1ccc(-c2nc(N3CCOCC3)cc(N3CCOCC3)n2)cc1
→ 5	96	-0.4	11	0.7	-4	-3	-6	5	0
> COc1cc(NC(=O)c2ccc(C)cc2)c(OC)cc1NC(=O)CN1CCCCC1
→ -11	95	1.1	1	-1.4	-6	-3	-1	1	-5
> COC(=O)c1ccc2c(=O)n(CCN3CCOCC3)c(SCC(=O)c3ccccc3)nc2c1
→ -4	92	0.0	4	1.6	-7	0	2	-1	2
> Cc1nn(C)c(C(=O)NNC(=S)NC2CCCCC2)c1Br
→ 7	95	-0.1	1	-0.1	3	-12	-2	-3	2
> COc1cc(S(=O)(=O)N2CCOCC2)ccc1F
→ 3	108	0.0	4	-1.1	.	2	-2	1	-1
> CCC(C)(C)NC(=O)C(c1cccc(OC)c1OC)N(CC(C)C)C(=O)CCC(=O)Nc1cc(C)on1 (configuration not stated)
→ -9	99	0.0	11	-2.7	-1	0	-2	1	-1
> Cc1ccccc1C(=O)Nc1ccccc1C(=O)N1CCC(C)CC1
→ -4	99	0.0	1	0.1	10	6	6	16	2
> O=C(NC1CC2CCCC(C1)N2C(=O)Nc1ccccc1)C1CC1 (configuration not stated)
→ -7	106	-0.1	12	-1.4	4	-4	1	-8	1
> Cc1cc(C)n(C(=O)c2ccccc2[N+](=O)[O-])n1
→ -7	103	-0.2	-3	-0.7	2	5	-6	-4	2
> CCC(C)c1nc2c(c(N3CCC3=O)c1-c1ccccc1)CCCC2 (configuration not stated)
→ 0	96	-0.1	7	0.9	6	4	-6	-5	-2
> COc1ccccc1NC(=O)Cn1c(=O)n(-c2ccccc2)c(=O)c2oc3ccccc3c21
→ -2	94	-0.1	14	-0.1	-6	0	5	-12	8
> O=C(NCC1CCCO1)C(c1ccncc1)N(Cc1cccs1)C(=O)CN1C(=O)c2ccccc2S1(=O)=O (configuration not stated)
→ -6	99	-0.1	-1	-2.6	-14	-4	0	-4	2
> CCOC(=O)c1c(-c2ccc(C)o2)csc1NC(=O)CSc1nncs1
→ 22*	102	-0.3	21	-1.6	-8	47*	90*	-11	3
> O=C(CCCn1c(=O)c2sccc2n(CC(=O)NCc2ccco2)c1=O)NCc1ccco1
→ 2	96	0.0	17	-0.3	11	5	-3	1	1
> O=C(c1cc(-c2cccs2)nc2ccccc12)N1CCN(S(=O)(=O)c2cccc(F)c2)CC1
→ -13	95	-0.2	5	0.1	.	-1	1	5	-5
> CC(C)CN(C(=O)CC1OC(=O)c2ccccc21)c1c(N)n(Cc2ccccc2)c(=O)[nH]c1=O (configuration not stated)
→ 1	101	-0.2	-2	-2.6	-1	6	-1	8	1
> Cc1ccc(Nc2nc(-c3ccccc3)cs2)nc1
→ 6	92	0.0	16	0.8	-7	-10	-11	-6	-18
